Compound activity deposited in PubChem BioAssay by several laboratories.
Yfh1-off respiration: mitochondrial function rescue without frataxin homolog – Friedreich's ataxia, plus single-dose screen, dose response (AID 1465) | S. cerevisiae Yfh1-off respiration, WST-1 reduction, 72 h; higher fold induction means a stronger effect | 0.074% of 220,000 active | one-dose fold induction at 50 µM; EC50 in µM for titrated hits;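 active = fold induction of absorbance versus untreated yeast above a set limit, then at least 30% activation at any dose in follow-up; inconclusive = repeats straddling the limit, or above it without dose testing; inactive = fold induction below the set limit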;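 also: activators that raise dye reduction in frataxin-depleted yeast; strong numbers were not always called active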
WT yeast gro inh: growth inhibition of WT yeast, mitochondrial fusion screen; mitochondrial fusion phenotypic screen, WT strain; inhibition, % at 10 µM; 2.1% of 190,000 active; AID 1362; in the data active = inhibition above about 58%; tested in S. cerevisiae
M17LAP inhibition: P. falciparum M17LAP inhibitors, primary screen, biochemical, fluorogenic H-Leu-NHMec substrate, 1536-well (AID 1619) | recombinant M17LAP, H-Leu-NHMec fluorogenic kinetic assay; higher % means a stronger effect | inhibition, % at 30 µM, or IC50 in µM where a hit was titrated | 0.38% of 220,000 active;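 active = compound inhibiting the enzyme by more than half at any dose during confirmatory dose-response retesting; inconclusive = strong single-dose inhibitors picked by rank but not retested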;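 also: plate controls were full reaction with DMSO carrier for no effect and no enzyme background for full effect; strong numbers were not always called active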
XIAP antagonists: XIAP antagonists, biochemical, IAP family, fluorescence polarization (AID 1018) | XIAP BIR domain, fluorescence polarization peptide displacement; higher % means a stronger effect | one-dose displacement, % at 20 µM; IC50 in µM for titrated hits | 0.007% of 200,000 active; in the data active = displacement above about 50%; also: a part of the inactive calls stands beside numbers as strong as those of hits
PMI inhibitors: MPI enzyme activity inhibition – biochemical, fluorescence intensity, coupled assay, primary screen (AID 1209). 0.42% of 190,000 active. inhibition, % at 20 µM; hits with a dose series show IC50 in µM. purified PMI enzyme, coupled fluorescence intensity; higher % means a stronger effect;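 also: plate controls were DMSO vehicle for no effect and wells lacking substrate for full effect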
TNAP activation fold: human TNAP enzyme activators, primary screen, biochemical, luminescent, no phosphate acceptor, uHTS (AID 1001). activation fold at 20 µM, or EC50 in µM where a hit was titrated. purified TNAP, luminescent activation assay, no phosphate acceptor; higher activation fold means a stronger effect. 0.03% of 200,000 active; in the data active = activation fold from about 3, or a potency from the dose series; inactive = the rest, 99 in 100 with activation fold below about 1.6; also: many of its hits are not listed in these tables
LYP phosphatase: inhibitors of LYP phosphatase, biochemical, fluorescence intensity, uHTS (AID 1779); recombinant LYP phosphatase, fluorescence intensity; higher % means a stronger effect; one-dose inhibition, % at 11.5 µM; IC50 in µM for titrated hits; 0.054% of 290,000 active;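 also: plate controls were vehicle with enzyme for no effect and no enzyme for full effect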
M1AAP inhibition: malaria alanyl aminopeptidase activity blockers – biochemical, fluorogenic H-Leu-NHMec substrate, 1536-well (AID 1445); recombinant M1AAP, H-Leu-NHMec fluorogenic kinetic assay; higher % means a stronger effect; inhibition, % at 30 µM, or IC50 in µM where a hit was titrated; 0.42% of 220,000 active;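 active = primary inhibition above the hit cutoff, then over 50% inhibition at one or more dose response concentrations, cut at about 23% in these data, passing the limit was not always enough; inconclusive = conflicting primary data, or primary hits not chosen for dose response; inactive = low primary inhibition, or under 50% at every dose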;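 also: plate controls were DMSO full reaction for no effect and no enzyme background for full effect; strong numbers were not always called active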
human PMI inhibitors: human PMI inhibitors, high substrate, primary screen, biochemical, fluorescence intensity, high mannose 6-phosphate (AID 1220). recombinant PMI enzyme, coupled fluorescence intensity; higher % means a stronger effect. inhibition, % at 20 µM; hits with a dose series show IC50 in µM. 0.66% of 190,000 active
WT yeast gro inh mutant strain: second read-out of WT yeast gro inh, no call of its own (marks repeat the call); inhibition, %; mitochondrial fusion phenotypic screen, mutant strain inhibition
An asterisk follows results filed as active; i = inactive; ? = inconclusive; . = no result given. Rule as the data show it, unless noted: active = inhibition above about 50%; inactive = the rest.

cpd	smiles	Yfh1-off respiration	WT yeast gro inh	WT yeast gro inh mutant strain	M17LAP inhibition	XIAP antagonists	PMI inhibitors	TNAP activation fold	LYP phosphatase	M1AAP inhibition	human PMI inhibitors
1	O=C(C1CCN(S(=O)(=O)N2CCOCC2)CC1)N1CCN(c2ccccc2)CC1	i	-1.1	14.4	2.3%	-5.4%	-0.5%	1.1	-3.3%	12.9%	-2.0%
2	O=C1c2ccncc2C(=O)N1c1cccc(Cl)c1	i	10.2	-6.8	-1.3%	-4.0%	-11.7%	1	-9.0%	1.1%	2.4%
3	Cc1c(N=NC2=C(O)CC(C)(C)CC2=O)c(=O)n(-c2ccccc2)n1C	i	0.0	18.4	15.2%	-2.2%	.	0.9	2.2%	2.9%	.
4	CC(C)(C)C(=O)NC(=S)NNC(=O)c1ccncc1	i	5.1	-17.2	5.7%	-4.6%	-2.0%	2.7	-4.1%	-3.3%	-0.4%
5	CCC(=O)NCCc1nc2cc(NC(=O)c3cccs3)ccc2n1C	i	6.7	0.4	-1.3%	-0.6%	-2.1%	1.1	-1.4%	6.0%	-2.0%
6	O=C(CSc1nnc(COc2ccccc2)n1-c1ccccc1)c1cccs1	i	16.0	17.2	19.8%	-4.1%	1.7%	1	-9.4%	7.6%	-0.7%
7	O=C(Cc1ccc(F)cc1)Nc1ccccc1Sc1ccccc1	i	21.3	3.8	-0.8%	-6.0%	20.1%	1.1	-3.3%	-0.6%	12.5%
8	Cc1ccc(O)c(-c2cc(-c3cccc(F)c3)n[nH]2)c1	i	.	.	-10.9%	-5.6%	12.1%	1.1	4.1%	-2.4%	10.0%
9	OC(COc1ccc(OCc2ccccc2)cc1)CN1CCCCC1 (stereo not given)	i	10.9	12.9	-15.3%	-3.2%	9.0%	1.1	-8.9%	-4.7%	5.7%
10	COc1ccc(/C=N/N=C2/NC(=O)C(CC(=O)O)S2)cc1OCc1ccccc1Cl (stereo not given)	i	-13.5	3.1	39.6%	-4.0%	7.6%	1	-0.2%	29.4%	3.9%
11	COc1cc(NS(=O)(=O)c2ccc(NC(=O)CN3C(=O)c4ccccc4C3=O)cc2)nc(OC)n1	i	-4.4	4.6	45.7%	-11.7%	-9.6%	1.1	-2.9%	7.0%	-10.2%
12	CCN(CC)CCC(C)OC(=O)c1ccc(O)cc1O (stereo not given)	i	-14.6	11.9	6.8%	-1.8%	10.5%	1	-8.2%	-1.7%	14.4%
13	COc1ccccc1CCc1nnc(CCC(=O)NCC[C@@H]2C[C@@H]3C=C[C@H]2C3)o1	i	8.2	-5.6	3.3%	-4.9%	5.0%	1.1	-5.8%	3.4%	9.2%
14	CC(C)(C)C(=O)Nc1nnc(SCc2cccc(F)c2)s1	i	21.8	4.4	13.8%	-8.6%	4.3%	1.1	2.5%	-0.3%	8.0%
15	O=C(NCCSc1ccccc1)c1cncc(Br)c1	i	7.8	6.9	1.6%	0.5%	9.4%	1.1	-7.2%	3.2%	1.8%
16	NC(CO)c1cn([C@@H](CCC(=O)O)C(=O)N2CCNCC2)nn1 (stereo not given in full)	i	5.1	-0.9	-5.5%	-3.4%	0.1%	1.1	-1.5%	3.6%	-13.5%
17	Cc1cccc2c3c([nH]c12)C(=O)CC(C)(C)S3	i	-10.8	1.9	.	-9.5%	3.4%	1.1	-4.8%	.	6.7%
18	CCOC(=O)C1CCCN(c2c(NCCCN3CCCC(C)C3)c(=O)c2=O)C1 (stereo not given)	i	0.1	-1.8	-9.5%	-1.0%	-0.5%	1.1	-2.3%	4.3%	6.5%
19	CC(C)C(=O)NCCn1ccc2ccccc21	i	38.7	32.8	4.2%	-9.2%	2.3%	1.1	-0.8%	4.4%	-1.7%
20	CCOC(=O)c1ccccc1OCc1cc(/C=N/NC(=O)c2cccnc2)ccc1OC	i	.	.	12.8%	.	.	.	-0.8%	5.6%	.
21	CCOc1ccc(OCCSc2nnnn2C2CCCCC2)cc1	.	22.8	18.9	-1.0%	-2.1%	1.7%	1	1.2%	10.8%	-0.8%
22	CN1CCN(CCC(=O)Nc2cccc(Br)c2)CC1	i	.	.	-4.6%	.	.	.	-7.2%	1.1%	.
23	Cc1cc(C(F)(F)F)c(C#N)c(SCC(=O)Nc2nc3cc(Br)ccc3s2)n1	i	34.5	-19.1	-9.2%	-5.7%	19.6%	1.2	-4.9%	-6.7%	10.6%
24	O=C(Nc1nc2nccc(-c3ccccc3)n2n1)c1ccc(F)cc1	i	2.0	11.2	-8.4%	-3.7%	12.2%	1.1	-5.6%	-3.2%	12.6%
25	Cc1ccccc1CN1C[C@@H]2C[C@@H](c3cn(C)nc3-c3ccccc3)N3CCC[C@@]23C1=O	i	30.2	16.7	.	-2.2%	-0.9%	1.1	-2.3%	.	-3.2%
26	O=C(NN=C(Cc1ccccc1)Cc1ccccc1)c1ccncc1	i	.	.	6.2%	.	.	.	-8.2%	-9.5%	.
27	CCOc1ccc(NC(N)=O)cc1	i	15.5	2.8	22.9%	-1.6%	9.1%	1	-0.7%	2.7%	6.3%
28	Clc1ccc(-c2nn3c(-c4ccccc4)nnc3s2)cc1	i	-4.0	1.9	2.6%	-4.2%	-1.4%	1.1	-3.5%	5.8%	-4.4%
29	Cc1ccccc1C(=O)O/N=C(\N)c1cccc([N+](=O)[O-])c1	i	29.2	35.0	0.3%	-7.1%	6.6%	1.1	-7.1%	3.4%	6.2%
30	O/N=C/c1cccnc1Sc1ccccc1	i	-10.4	-24.8	12.4%	-2.4%	-1.5%	1.1	-0.5%	4.3%	-2.9%
31	COc1cc2c(cc1OC)C(=O)CCS2	i	1.9	8.8	-34.6%	-7.9%	-6.4%	1	-0.1%	3.1%	-5.5%
32	O=C(NNC(=O)c1sc2ccccc2c1Cl)Nc1ccc(Cl)cc1	i	6.8	0.5	12.8%	-2.4%	-16.6%	1.1	-14.0%	4.9%	-6.5%
33	CCOc1ccc(Cn2c(C)nc([N+](=O)[O-])c2SCC(O)CCl)cc1[N+](=O)[O-] (stereo not given)	i	2.0	5.3	10.9%	-5.6%	3.9%	1	-9.0%	0.0%	-0.4%
34	CC(C)=NNC(=O)C1=NNC(=O)C1	i	.	.	0.7%	.	.	.	-7.5%	0.6%	.
35	COC(=O)c1[nH]c2ccc(Cl)cc2c1NC(=O)C1CC1	.	1.9	14.0	-3.7%	-4.3%	-1.9%	1.1	-10.7%	2.6%	-4.0%
36	CCc1nnc(NC(=O)CN2C(=O)CCC2=O)s1	i	13.6	7.8	6.5%	-0.3%	-9.8%	1.1	-7.5%	0.8%	-12.9%
37	O=C(O)c1ccc(CSc2ncnc3c2cnn3Cc2ccccc2)cc1	i	.	.	8.7%	.	.	.	-3.1%	-4.9%	.
38	O=C(Nc1ccc2nc(-c3cccs3)c(-c3cccs3)nc2c1)N1CCOCC1	i	8.6	7.9	18.4%	-5.6%	6.2%	1	6.9%	6.4%	-9.2%
39	O=C(CSc1cccc[n+]1[O-])N1CCCc2ccccc21	i	-6.1	4.4	-0.5%	-1.5%	-7.9%	1.1	-2.1%	-5.7%	1.2%
40	COc1cc(/C=C/C(=O)NCc2cccnc2)cc(OC)c1OC	i	-6.2	7.5	8.4%	-3.9%	-0.2%	1.1	-6.2%	5.0%	-8.5%
41	Cc1c(C(=O)N/N=C/c2ccccc2)[nH]c2ccc(Cl)cc12	i	1.2	-7.5	-1.6%	-9.5%	2.8%	0.9	0.7%	1.9%	9.5%
42	Cc1coc2cc3oc(=O)c(Cc4ccccc4)c(C)c3cc12	i	-12.2	-3.8	-6.2%	-0.1%	8.1%	1.1	-1.5%	16.1%	2.2%
43	COc1ccc(C)cc1S(=O)(=O)N1CCN(S(=O)(=O)c2cc(C)ccc2OC)C(C)C1 (stereo not given)	i	-0.5	-18.8	-5.1%	1.2%	19.5%	1.1	1.7%	5.9%	13.5%
44	Nc1ncn(C23CC4CC(CC(C4)C2)C3)n1	i	0.0	16.8	-6.0%	-3.2%	2.9%	1.1	-6.9%	5.2%	4.1%
45	Cc1cc(OCc2nn[nH]n2)c2c(C)c(Cc3ccccc3)c(=O)oc2c1	i	15.2	0.6	50.6%	-3.7%	1.6%	1.1	-4.8%	?	1.2%
46	COC(=O)C1=C(C)N(Cc2cccnc2)C(=O)C1	i	4.0	2.3	-0.1%	-1.9%	-49.9%	1	-1.0%	5.1%	-59.4%
47	O=C(CSc1ncnc2c(-c3ccc(Cl)cc3)nsc12)c1ccccc1	i	78.2*	69.2*	13.1%	-3.6%	-23.7%	0.9	2.6%	2.1%	-28.3%
48	N#CC(C#N)=C1C(=O)N(CCN2CCCCC2)c2ccccc21	i	.	.	-4.2%	.	.	.	-2.2%	6.2%	.
49	COCC1CCCN(Cc2cn(-c3ccccc3F)nc2-c2cc(C)sc2C)C1 (stereo not given)	i	18.6	12.8	-2.2%	-5.7%	0.9%	1.1	-14.8%	5.5%	1.5%
50	CCOC(=O)c1c(NC(=O)CCNCc2ccco2)sc2c1CCC2	i	.	.	-11.8%	.	.	.	-3.0%	5.9%	.

More records.
cpd	smiles	Yfh1-off respiration	WT yeast gro inh	WT yeast gro inh mutant strain	M17LAP inhibition	XIAP antagonists	PMI inhibitors	TNAP activation fold	LYP phosphatase	M1AAP inhibition	human PMI inhibitors
51	COc1ccc(-c2nc(CSCC(=O)N3CCc4ccccc43)c(C)o2)cc1OC	i	-41.1	-23.4	-1.0%	-5.1%	6.5%	1	0.0%	10.9%	3.2%
52	NC1=NC[C@H](Cc2ccc(O)cc2)N1CC1CCCCC1	i	.	.	-7.3%	.	.	.	-7.5%	2.7%	.
53	Cc1ccc(C)c(NC(=O)COC(=O)CCCN=C2NS(=O)(=O)c3ccccc32)c1	i	13.1	0.1	24.7%	0.4%	-11.9%	1.2	-0.1%	-0.8%	-11.8%
54	COc1cc(OC)cc(C(=O)NNC(=S)NC2CC2)c1	i	-1.4	4.0	-7.4%	-6.9%	8.0%	2.2	-6.1%	-0.5%	5.6%
55	CCOC(=O)c1ccc(NC(=O)CCNS(=O)(=O)c2ccc3c(c2)oc(=O)n3C)cc1	i	-7.1	-2.7	-3.6%	-1.5%	10.7%	1.1	-2.6%	4.6%	3.9%
56	O=C(Cn1cc(/C=N/NC(=O)c2cccc(C(F)(F)F)c2)c2ccccc21)Nc1ccc(F)cc1	i	-7.4	-8.7	2.2%	-2.1%	7.2%	1.1	11.1%	8.6%	1.2%
57	CCN(CC)CCNc1nc2cc(OC)c(OC)cc2c2nc(-c3ccccc3)nn12	i	0.1	1.7	-13.8%	-6.1%	11.7%	1.1	-2.1%	13.0%	4.1%
58	CCOc1cc2[nH]c(=O)n(CCc3ccc(OC)c(OC)c3)c(=O)c2cc1OCC	i	-6.2	8.9	-7.8%	-2.5%	-15.5%	1	-7.4%	0.5%	-8.3%
